CHOP UPR activ – activators of apoptotic arm of unfolded protein response (CHOP). CHO-CHOP luciferase reporter, UPR activation, luminescence; percent of tunicamycin response over DMSO baseline. activation, % at 10 µM. hit rate 0.34% among 330,000;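 active means at 10 µM dose, activation of 40% or more, normalized to positive control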;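 further: 100% = tunicamycin at 10 µg/mL and 0% = DMSO alone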
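Material: CHO-CHOP cells, stable luciferase reporter of PERK-eIF2a-CHOP signalling; quantity: 500 reporter cells seeded per well; buffer or medium: F12 medium containing 10% fetal bovine serum; compound: one dose, 10 µM in 0.5% DMSO; incubation: 6 h compound treatment, 37 °C; measured by: Steady-Glo luciferase luminescence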
tim23-1 inh – inhibits growth of tim23-1 mutant yeast. S. cerevisiae tim23-1 growth, BacTiter-Glo luminescence, 24 h. inhibition, % at 20 µM. hit rate 1.3% among 330,000;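 active means growth inhibition of the mutant yeast at or above 50%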;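 further: temperature-sensitive mutant grown at 25 °C; plate controls were DMSO-treated mutant yeast for no effect and medium wells lacking yeast for full effect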
CCR6 antagonist – antagonists of human CCR6 receptor; P51684; CHO-K1 CCR6 PathHunter beta-arrestin, luminescence, CCL20-stimulated; inhibition, % at 20 µM; hit rate 0.49% among 340,000;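 active means compounds whose inhibition of the agonist-driven luminescence signal at 20 µM reaches about 50%, limit read from the data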;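 further: cells stimulated with CCL20 at 14 nM final; plate controls were DMSO with CCL20 for no effect and DMSO without agonist for full effect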
EBI2 antag – blocks human EBI2 receptor beta-arrestin signaling | hit rate 0.81% among 360,000 | inhibition, % at 5 µM | AID 651636 | EBI2 beta-arrestin recruitment, luminescence, 7a,25-OHC stimulated; in the data active means inhibition above about 38%;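 further: enzyme fragment complementation signal reports receptor beta-arrestin coupling in cells; 0% = agonist plus DMSO wells and 100% = wells without agonist; some results beyond the cut were filed as inactive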
Target sequence (P32249 whole entry, looked up, the tested form may be a part): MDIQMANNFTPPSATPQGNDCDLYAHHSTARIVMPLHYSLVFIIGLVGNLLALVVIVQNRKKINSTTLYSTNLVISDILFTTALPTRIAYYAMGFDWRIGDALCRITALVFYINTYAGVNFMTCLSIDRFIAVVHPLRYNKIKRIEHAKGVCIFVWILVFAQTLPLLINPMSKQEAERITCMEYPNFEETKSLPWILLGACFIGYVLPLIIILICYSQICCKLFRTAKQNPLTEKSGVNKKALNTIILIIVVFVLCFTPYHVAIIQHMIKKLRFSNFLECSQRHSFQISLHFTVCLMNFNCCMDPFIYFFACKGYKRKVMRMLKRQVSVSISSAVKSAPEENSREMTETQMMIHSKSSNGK
APJ antag – APJ receptor antagonism | P35414 | CHO-K1 APJ beta-arrestin complementation, luminescence | inhibition, % at 20 µM | hit rate 0.32% among 330,000 | AID 2521;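 active means inhibition above about 40% at 20 µM, limit read from the data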;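 further: cells challenged with 10 nM apelin-13 agonist together with compound; plate controls were apelin-13 plus DMSO wells for no effect and DMSO wells lacking apelin-13 for full effect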
UPR XBP1 act – adaptive UPR (XBP1) activation; CHO-XBP1 luciferase reporter, IRE1-XBP1 UPR activation, luminescence; percent of tunicamycin response, DMSO as zero; activation, % at 20 µM; hit rate 0.33% among 330,000; AID 463104;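 active means versus positive control, 20 µM dose yields 30% or more activation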;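 further: 100% = tunicamycin at 10 µg/mL and 0% = DMSO only wells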
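Assay system: CHO-XBP1 luciferase reporter cells; Schedule: 6 h treatment, 37 °C; Detection: glow luminescence from Steady-Glo reagent; Benchmarks: high control tunicamycin 10 µg/mL final, low control DMSO vehicle only.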
APJ ag – activates the human apelin receptor APJ. CHO-K1 APJ PathHunter beta-arrestin, luminescence; 0% DMSO wells, 100% apelin. activation, % at 20 µM. hit rate 0.11% among 330,000;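 active means activation more than six SD over the plate average, tested at 20 µM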;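 further: 0% = DMSO alone and 100% = apelin-13 at 10 nM; some results filed as inactive read as strong as hits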
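Assay system: CHO-K1 cells stably expressing ProLink-tagged human APJ and arrestin–beta-gal acceptor. Compound dosing: 20 µM single point, 1% DMSO. Times: 16-18 h seeding, 90 min dark compound exposure, 60 min detection. Detection: beta-gal luminescence. Evaluation: APJ–arrestin association signal. Controls: negative DMSO alone, positive Apelin-13 at 10 nM.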
Mdm2 MdmX PPI – human Mdm2/MdmX binding inhibition; inhibition, % at 8 µM; hit rate 3% among 330,000; O15151+Q00987; AID 485346; SaOS-2 split-luciferase Mdm2/MdmX complementation, luminescence;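 active means inhibition of at least 50% at 8 µM in the primary screen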
CXCR6 inh – CXCR6 (human) receptor inhibition; O00574; hit rate 0.36% among 360,000; inhibition, % at 20 µM; CHO-K1 PathHunter CXCR6 beta-arrestin, luminescence; in the data active means inhibition above about 34%, passing the limit was not always enough;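 further: antagonist mode with CXCL16 agonist at 10 nM final; 0% = 10 nM CXCL16 with DMSO and 100% = unstimulated wells without agonist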
Target sequence (O00574 whole entry, looked up): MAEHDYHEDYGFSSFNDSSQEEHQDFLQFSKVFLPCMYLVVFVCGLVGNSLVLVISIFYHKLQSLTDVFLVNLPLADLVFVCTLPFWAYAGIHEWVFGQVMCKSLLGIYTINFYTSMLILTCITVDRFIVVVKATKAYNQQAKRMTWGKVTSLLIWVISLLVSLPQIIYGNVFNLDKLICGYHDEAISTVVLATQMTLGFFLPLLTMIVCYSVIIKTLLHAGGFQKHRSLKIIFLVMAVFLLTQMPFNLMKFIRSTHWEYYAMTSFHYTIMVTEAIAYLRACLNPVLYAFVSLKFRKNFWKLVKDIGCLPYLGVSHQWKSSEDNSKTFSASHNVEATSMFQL
Starred values were filed as active, the others as inactive; · = no result given. Some of the compounds tested; the hit share may differ from the screen's.

Second line of a record – CHOP UPR activ | tim23-1 inh | CCR6 antagonist | EBI2 antag | APJ antag | UPR XBP1 act | APJ ag | Mdm2 MdmX PPI | CXCR6 inh
1: CC(C)C[C@H](NC(=O)N1CC(=O)Nc2ccccc21)C(=O)N1CCC(C(=O)O)CC1
→ 0.2 | -2 | -2 | -8 | 14 | -2 | -3 | 26 | 0
2: CCOC(=O)N1CCN(C(=O)C2CCN(S(=O)(=O)c3cc(OC)ccc3OC)CC2)CC1
→ -1.0 | 2 | -8 | -6 | 0 | -3 | -2 | -2 | 3
3: COc1ccccc1S(=O)(=O)N1CCNC(=O)C1
→ 0.3 | 16 | -1 | 5 | 9 | -4 | -5 | 16 | -4
4: Cc1ccc(N(C(=O)c2ccn[nH]2)C(C(=O)NC2CCCC2)c2cccs2)cc1 (stereo unspecified)
→ 0.5 | 10 | · | · | -1 | -4 | -2 | -3 | ·
5: COc1cc(/C=C/C2=NC(=O)C(C)(C)O2)ccc1O
→ -0.4 | 16 | 7 | · | 8 | -3 | -3 | 25 | ·
6: O=C(NNC(=S)NCc1ccc(Cl)cc1)c1ccc(Br)o1
→ -0.1 | 1 | -6 | -6 | -4 | 1 | -4 | 9 | -8
7: CC1=NN(C(C#N)c2c(C)nn(Cc3ccccc3)c2C)C(C)(C)C1 (stereo unspecified)
→ -1.1 | 11 | 7 | -4 | -13 | -5 | 0 | -6 | 4
8: CCOc1ccc(C(=O)COc2ccc(NC(C)=O)cc2)cc1
→ 1.0 | 17 | 12 | 3 | -5 | 2 | -1 | 3 | 0
9: Cc1cc(C)c(S(=O)(=O)N(CC(=O)N2CCCC2)C2CCCCC2)c(C)c1
→ 0.7 | 48 | -4 | 5 | 3 | -1 | -6 | -11 | 7
10: COc1cc2c(C(=O)N3CCN(C)CC3)c(C)oc2cc1Br
→ -3.2 | 20 | -5 | 0 | -11 | -1 | 0 | 6 | -1
11: O=C(NC1CC1)C1=C[C@H](C2CCCCC2)C[C@H](OCc2ccc(CO)cc2)O1
→ 1.4 | 9 | 4 | 2 | 3 | 2 | 2 | -4 | -4
12: Cc1ccccc1OCCC(=O)NCCc1ccc(S(N)(=O)=O)cc1
→ -0.3 | 2 | 6 | -8 | -1 | 3 | -1 | -2 | -4
13: CN(C)c1nc(N)c([N+](=O)[O-])c(N2CCCCCC2)n1
→ -1.3 | 54* | 20 | 6 | 2 | 6 | -5 | 7 | 0
14: Cc1ccc(NCC(=O)Nc2ccc(Br)cc2)cc1C
→ 3.8 | 5 | 0 | 3 | 11 | 4 | -1 | 1 | 17
15: CC(C)CC(=O)Nc1nc(-c2ccc(S(=O)(=O)N3CCOCC3)cc2)cs1
→ 1.0 | 18 | 7 | 4 | 11 | -5 | 18 | -12 | -6
16: O=C1OCCC1Sc1nnc(-c2cccc(Br)c2)o1 (stereo unspecified)
→ 2.7 | 10 | 5 | -21 | 13 | -1 | -1 | 10 | 4
17: CC(C(=O)Nc1cccc(S(=O)(=O)N2CCOCC2)c1)N1CCN(C)CC1 (stereo unspecified)
→ 1.0 | 11 | 5 | -11 | 1 | 1 | -7 | 0 | -11
18: COc1ccc(N2CCN(C(=O)c3ccc(CS(=O)(=O)c4ccc(OC)cc4)o3)CC2)cc1
→ -1.3 | 5 | 3 | 3 | 4 | -1 | -4 | 13 | -7
19: C[C@@H](C(=O)Nc1cccnc1)n1c(=O)[nH]c2ccccc2c1=O
→ 1.0 | 13 | -2 | -2 | 15 | 0 | 10 | 12 | 3
20: CC(C)(C)c1nc2scc(-c3cccs3)c2c(=O)o1
→ 3.9 | 28 | 26 | -1 | 30 | 1 | 0 | 15 | -10
21: O=C(NC1CC(=O)N(c2ccccc2)C1)C1CC1 (stereo unspecified)
→ 1.4 | 19 | 6 | 3 | 21 | -4 | 1 | -1 | -12
22: Cc1onc(-c2ccccc2)c1-c1n[nH]c(=S)n1-c1ccc(C(=O)O)cc1
→ -0.1 | 5 | -13 | -11 | 4 | -3 | -6 | 29 | 0
23: COc1ccc(C(=O)NCCSc2ccc(C)cc2)cc1
→ 6.7 | 10 | 15 | 22 | -6 | -1 | -3 | -24 | 0
24: CCCCOc1ccc(S(N)(=O)=O)cc1
→ 0.7 | 11 | 2 | 1 | 7 | 1 | 0 | 4 | 5
25: CC1CCCC(C)N1Cc1cn2ccccc2n1 (stereo unspecified)
→ -1.6 | -16 | -11 | -7 | -2 | -1 | 2 | 10 | 2
26: Cc1ccccc1NC(=O)Cn1c(C)nc2ccc(NC(=O)C3CC3)cc2c1=O
→ -1.0 | 1 | 7 | -14 | 7 | -1 | 4 | 8 | 0
27: CCc1nc2ccccc2c(C(=O)NCc2ccccc2)c1C
→ 0.2 | -17 | -2 | 3 | 13 | -2 | -4 | 18 | 0
28: CC(=O)Nc1c(-c2cc(=O)oc3cc(C)ccc23)oc2ccccc12
→ -1.1 | 16 | 7 | 10 | 3 | 5 | 0 | 11 | 8
29: COc1ccccc1C(=O)Nc1ccc2c(c1)C(=O)NC2=O
→ 1.8 | 14 | 12 | -12 | -26 | 4 | -1 | 10 | 1
30: O=C1c2ccccc2NC(c2ccccc2O)N1O (stereo unspecified)
→ 2.0 | 20 | 1 | -3 | -4 | -6 | -3 | 4 | 1

Three of the entries above in order of their number in Mdm2 MdmX PPI, descending:
| item | Molecule | Mdm2 MdmX PPI |
| --- | --- | --- |
| 5 | COc1cc(/C=C/C2=NC(=O)C(C)(C)O2)ccc1O | 25 |
| 20 | CC(C)(C)c1nc2scc(-c3cccs3)c2c(=O)o1 | 15 |
| 14 | Cc1ccc(NCC(=O)Nc2ccc(Br)cc2)cc1C | 1 |

Continued.
Second line of a record – CHOP UPR activ | tim23-1 inh | CCR6 antagonist | EBI2 antag | APJ antag | UPR XBP1 act | APJ ag | Mdm2 MdmX PPI | CXCR6 inh
31: CC(=O)c1ccc(OCc2cc(C(=O)N3CCOCC3)no2)cc1
→ 2.6 | 2 | 14 | 1 | 7 | -3 | 1 | -40 | 0
32: COc1ccc(N/C=C(\C#N)c2nc3ccccc3n2C)c(OC)c1
→ 1.8 | 19 | -3 | -7 | 16 | 4 | -2 | 35 | 1
33: CCC(C)NC(=O)C1CCN(S(=O)(=O)c2cccc3nonc23)CC1 (stereo unspecified)
→ 2.6 | 0 | 12 | -8 | 7 | -5 | -1 | 27 | 10
34: CC(=O)Nc1nc(N2C(=O)c3ccccc3C2=O)n(-c2ccccc2)n1
→ -1.0 | 21 | 4 | 0 | 3 | -4 | 6 | -1 | 12
35: CCOc1ccccc1NC(=O)n1ncc2c(C)cccc21
→ 3.4 | 5 | 9 | 16 | 1 | 0 | 0 | -41 | -4
36: CCOC(=O)C(C)Sc1nnc(-c2ccccc2O)n1Cc1ccccc1 (stereo unspecified)
→ 3.1 | 35 | 13 | -2 | 8 | 2 | -2 | 6 | -7
37: CN(C)C(CNC(=O)c1cccnc1Sc1ccccc1)c1ccco1 (stereo unspecified)
→ 0.2 | -1 | 0 | -1 | 4 | -1 | -3 | 7 | 3
38: CCN(CC)c1ccc(C(=O)OCC(=O)Nc2ccccc2-c2ccccc2)cc1
→ 0.3 | 4 | 19 | 15 | 2 | 3 | 2 | 32 | 0
39: O=C(COC(=O)c1cccc(S(=O)(=O)N2CCOCC2)c1)c1ccccc1
→ 0.3 | 24 | 2 | 10 | 2 | 0 | -3 | 6 | 5
40: COc1ccc(C2=NN(c3ccccc3)C(c3ccc(OC)c(OC)c3)C2)cc1 (stereo unspecified)
→ 5.5 | 10 | 1 | 5 | -8 | -3 | -3 | -62 | -2
41: COc1cccc(NC(=S)NCCCN2CCOCC2)c1
→ -0.1 | 2 | 0 | -4 | 8 | 0 | -1 | -4 | -10
42: Cc1nn(-c2ccccc2)c2c1C(c1ccncc1)C(C#N)=C(N)O2 (stereo unspecified)
→ 1.5 | 8 | -1 | -4 | -14 | -7 | 1 | 22 | 5
43: CN(C)c1ccc(C(CC(=O)O)C(=O)O)cc1 (stereo unspecified)
→ -1.0 | 10 | 12 | -2 | 4 | -1 | -1 | 11 | -2
44: CCN1CCN(C(=O)C2=CC(c3ccc(C)cc3)=NS(=O)(=O)N2C)CC1
→ 0.0 | 6 | 2 | -1 | 8 | 4 | -2 | 16 | -4
45: Cc1c(C=O)c2ccccn2c1C(=O)c1ccc(F)cc1
→ -1.4 | 35 | 12 | 0 | 8 | -2 | -1 | 42 | 0
46: CN(C)C(CNC(=O)c1oc2ccccc2c1CSc1ncn[nH]1)c1ccco1 (stereo unspecified)
→ 1.6 | -5 | -2 | -9 | 15 | 4 | 1 | -7 | -4
47: O=C(Nc1ccccc1)NC1CCN(Cc2ccccc2)CC1
→ 7.6 | -8 | 17 | -4 | -1 | 2 | -3 | 14 | 6
48: CN(Cc1ccc(F)cc1)C(=O)c1cccc(NS(=O)(=O)c2ccccc2)c1
→ 1.9 | 9 | 5 | 4 | 6 | -3 | 7 | 18 | 5
49: CCOC(=O)N1CCN(c2cc(=O)n(C3CCCCC3)c(=O)[nH]2)CC1
→ 0.7 | -7 | -8 | -1 | -9 | -7 | -2 | 13 | 4

Whole records as entered above.
Shown for CCOC(=O)C(C)Sc1nnc(-c2ccccc2O)n1Cc1ccccc1 (stereo unspecified) → CHOP UPR activ = 3.1; tim23-1 inh = 35; CCR6 antagonist = 13; EBI2 antag = -2; APJ antag = 8; UPR XBP1 act = 2; APJ ag = -2; Mdm2 MdmX PPI = 6; CXCR6 inh = -7
Shown for CN(C)c1ccc(C(CC(=O)O)C(=O)O)cc1 (stereo unspecified) → CHOP UPR activ = -1.0; tim23-1 inh = 10; CCR6 antagonist = 12; EBI2 antag = -2; APJ antag = 4; UPR XBP1 act = -1; APJ ag = -1; Mdm2 MdmX PPI = 11; CXCR6 inh = -2
Shown for CC(=O)Nc1nc(N2C(=O)c3ccccc3C2=O)n(-c2ccccc2)n1 → CHOP UPR activ = -1.0; tim23-1 inh = 21; CCR6 antagonist = 4; EBI2 antag = 0; APJ antag = 3; UPR XBP1 act = -4; APJ ag = 6; Mdm2 MdmX PPI = -1; CXCR6 inh = 12
